Screens deposited in PubChem by several laboratories.
NALP1 inh: inhibitors of NALP1 inflammasome in yeast; S. cerevisiae NALP1/ASC/caspase-1 growth, X-gal OD620, 72 h; actives 0.61% (n = 280,000); inhibition, % at 10 µM; AID 2071; in the data active = inhibition mostly above about 24%, no sharp cut-off; inactive = mostly below about 32%; also: some compounds called inactive have numbers as strong as hits
MEKK2 mut-MEK5: signal of MEK5 binding to mutant human MEKK2 PB1 domain | bead flow cytometry, Alexa488-MEK5 binding to MEKK2 mutant | AID 1530 | actives 0.35% (n = 290,000) | percent response, % at 10 µM; in the data active = percent response above about 24%, passing the limit was not always enough; also: inactives centre near 1; some results filed as inactive read as strong as hits
OXTR potentiator: potentiates the human oxytocin receptor response | CHO-OTR cells, Fluo-8 calcium fluorescence, potentiator mode; 0% = oxytocin EC15, 100% = EC100 | activation, % at 3 µM | actives 0.061% (n = 320,000) | AID 2445;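 active = activation above that plate's cutoff, the mean activation of tested compounds plus 3 SD, cut at about 6.6% in these data, passing the limit was not always enough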;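 also: 100% uses oxytocin at 75 nM as the full agonist control; some results filed as inactive read as strong as hits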
Target sequence (P30559 whole entry, looked up): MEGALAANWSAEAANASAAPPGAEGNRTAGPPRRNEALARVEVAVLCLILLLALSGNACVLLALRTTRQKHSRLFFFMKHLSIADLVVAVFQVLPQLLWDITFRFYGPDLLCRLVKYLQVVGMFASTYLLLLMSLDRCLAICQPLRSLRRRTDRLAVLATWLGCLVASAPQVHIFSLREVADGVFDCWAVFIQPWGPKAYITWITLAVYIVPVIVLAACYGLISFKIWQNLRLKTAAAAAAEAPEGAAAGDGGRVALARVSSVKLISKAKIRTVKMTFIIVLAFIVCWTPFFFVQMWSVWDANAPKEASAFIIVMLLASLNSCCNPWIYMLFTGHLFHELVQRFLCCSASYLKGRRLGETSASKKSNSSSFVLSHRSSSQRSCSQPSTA
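System: human OTR in CHO cells / Also added: sub-maximal oxytocin, roughly EC15 / Control set: EC15 oxytocin low, 75 nM oxytocin high / Schedule: 6 min compound pre-incubation at room temperature, 100 s kinetic read / Compound: single-point 3.0 µM / Replication: singlicate / Technique: Fluo-8 calcium dye fluorescence / Read-out basis: % activation of max/min ratio relative to oxytocin controls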
PfM18AAP inh: PfM18AAP enzyme inhibition; recombinant PfM18AAP, H-Glu-NHMec fluorogenic cleavage; AID 1822; actives 1.2% (n = 290,000); inhibition, % at 7.35 µM;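 active = inhibition above the campaign mean inhibition over all tested compounds plus 3 SD, cut at about 28% in these data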;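 also: 0% = plate median of test compound wells and 100% = 2 mM ZnCl2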
V1R ag counter: V1a receptor agonism, counter-screen for OXTR agonists; CHO-V1R cells, Fluo-8 calcium fluorescence, agonist mode; 0% DMSO, 100% 3 nM vasopressin; actives 0.25% (n = 320,000); P37288; activation, % at 3 µM;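 active = activation above the mean activation of all tested compounds plus 3 SD, per screening run, cut at about 20% in these data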;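 also: signal is peak over basal fluorescence ratio across a 100 second FLIPR read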
GalR3 antagonist: blocks the human galanin receptor 3 | actives 0.44% (n = 360,000) | O60755 | HEK293 GalR3-CNG cAMP membrane potential fluorescence; galR3 body fused to GalR1 C-terminus | inhibition, % at 3 µM;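 active = inhibition above the screen-wide average plus 3 SD, cut at about 13% in these data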;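 also: forskolin and galanin both at EC90 stimulate the cells; cAMP rise reported by CNG channel membrane potential dye signal; 0% = forskolin plus galanin with DMSO and 100% = forskolin alone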
Target sequence (O60755 1-299 limits assumed): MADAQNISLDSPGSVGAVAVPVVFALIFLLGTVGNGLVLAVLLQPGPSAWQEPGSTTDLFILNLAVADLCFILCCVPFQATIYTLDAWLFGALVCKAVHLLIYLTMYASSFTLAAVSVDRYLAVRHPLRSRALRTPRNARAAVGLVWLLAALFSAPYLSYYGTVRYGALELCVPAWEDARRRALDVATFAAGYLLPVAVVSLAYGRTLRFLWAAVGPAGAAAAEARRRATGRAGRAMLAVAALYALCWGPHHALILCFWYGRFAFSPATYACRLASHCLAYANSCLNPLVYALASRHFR
MEKK2wt PB1 HTS: raises or lowers MEK5 binding to wildtype human MEKK2 PB1 domain. binding response (% of control), % at 10 µM. actives 1.1% (n = 290,000). AID 1531. Q9Y2U5. bead flow cytometry, Alexa488-MEK5 binding to MEKK2 WT; actives lie on both sides; in the data active = binding response below about 67% or above about 130%
GPR7 antag: blocks human GPR7 receptor signaling | GPR7-expressing cells, fluorescence antagonist assay | inhibition, % at 4.4 µM | actives 1.1% (n = 290,000) | AID 1861; in the data active = inhibition above about 16%, passing the limit was not always enough;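 also: cells stimulated with the agonist NPW; 0% = agonist with vehicle and 100% = vehicle without agonist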
Target sequence (P48145 whole entry, looked up): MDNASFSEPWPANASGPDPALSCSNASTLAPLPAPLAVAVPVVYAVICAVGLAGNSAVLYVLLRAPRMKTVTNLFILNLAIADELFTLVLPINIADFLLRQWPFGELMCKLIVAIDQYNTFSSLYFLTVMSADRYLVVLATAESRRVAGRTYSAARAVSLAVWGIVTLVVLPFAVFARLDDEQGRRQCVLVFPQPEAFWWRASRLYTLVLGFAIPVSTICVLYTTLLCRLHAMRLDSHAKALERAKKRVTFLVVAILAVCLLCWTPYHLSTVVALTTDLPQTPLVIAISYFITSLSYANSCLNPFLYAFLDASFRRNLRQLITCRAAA
OXTR ag: activates the human oxytocin receptor. P30559. CHO-OTR cells, Fluo-8 calcium fluorescence; normalized: DMSO 0%, oxytocin 100%. activation, % at 3 µM. actives 0.32% (n = 320,000). AID 2435;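 active = activation above the mean of all tested compounds plus 3 SD, cutoff set per screening run, cut at about 20% in these data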;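 also: peak over basal fluorescence ratio from a 100 s FLIPR kinetic read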
Numbers without * were called inactive; . = not tested or not shown; [ ] = another dose, or the depositor's remark.

compound	NALP1 inh	MEKK2 mut-MEK5	OXTR potentiator	PfM18AAP inh	V1R ag counter	GalR3 antagonist	MEKK2wt PB1 HTS	GPR7 antag	OXTR ag
O=C(NCc1cn(-c2ccccc2)nc1-c1ccccc1)c1cc([N+](=O)[O-])cc([N+](=O)[O-])c1	-0.2	-12.0	-10.7	0.6	0.1	1.1	92.0	-6.9	0.7
Cc1ccc(C(=O)COC(=O)CNC(=O)c2ccco2)cc1	8.0	6.0	-2.3	0.9	0.1	-4.0	108.0	-0.2	0.1
CC(=O)c1ccc(N2C(=O)C3C4C=CC(CC4)C3C2=O)cc1 (configuration not stated)	3.2	8.0	-4.6	-8.7	1.6	-7.2	102.0	3.9	1.2
Cn1c(SCC(=O)Nc2ccccc2)nnc1-c1ccc2nonc2c1	-2.8	-2.0	-4.6	-6.9	-1.9	-1.2	99.0	-11.5	-0.1
CN(Cc1ccccc1)S(=O)(=O)c1ccc(Cl)nc1	-0.6	4.0	-6.8	6.7	-0.7	-1.6	102.0	-1.2	-2.7
COc1cc(N)c(Cl)cc1C(=O)OCC(=O)N(C)C1CCCCC1	.	.	-3.0	.	1.3	0.3	.	.	0.5
CCOc1ccc(CNC(=O)c2ccc(Sc3ccc(Cl)cc3)c(NC(C)=O)c2)cc1OC	22.0	1.0	-6.7	3.6	6.5	-3.5	108.0	-5.4	5.7
COc1cc(O)c(CCC(=O)c2ccc(OC)c(OC)c2)c(OC)c1	20.4	-1.0	-11.0	-8.2	4.7	-2.9	100.0	20.2	0.9
FC(F)C(F)(F)c1cc(-c2ccccc2)n[nH]1	14.0	-11.0	-14.1	-1.7	9.7	-4.7	89.0	20.8	13.6
COCCc1nc2ccc(C(=O)N3CCCCC3COC)cc2o1 (configuration not stated)	10.4	0.0	-6.0	-3.0	-0.1	-6.9	99.0	-8.3	0.1
COc1ccc(NC(=O)Cc2c(F)cccc2Cl)cc1	17.4	-2.0	10.8	-3.9	-1.3	-3.9	104.0	4.9	-0.9
Cc1ccc(CNC(=O)c2nn(C)c(C)c2[N+](=O)[O-])cc1	33.4	1.0	-5.0	3.7	0.5	0.0	99.0	-13.2	-0.7
CCOC(=O)c1csc(NNC=O)n1	10.0	6.0	-4.4	14.2	-0.5	-3.0	106.0	-11.5	0.0
COC(=O)COc1coc(CN2CCN(c3cccc(Cl)c3)CC2)cc1=O	8.7	3.0	-5.9	-3.1	0.1	-7.2	105.0	6.6	-0.2
O=C(N=c1ccn(-c2nc3ccccc3nc2NS(=O)(=O)c2ccc(Cl)cc2)cc1)c1ccccc1Cl	-1.5	-19.0	-6.0	3.6	0.2	.	84.0	-13.2	-0.5
NC(=NCc1ccccc1)c1cccc([N+](=O)[O-])c1	-1.4	11.0	-0.5	-4.8	1.3	-10.6	107.0	-10.3	1.8
Cc1csc(NC(=O)c2cc3ccccc3o2)n1	.	.	1.6	.	0.0	-7.1	.	.	-1.3
Cc1cc(C(=O)Nc2cc(C(F)(F)F)ccc2N2CCOCC2)no1	-4.0	-4.0	-1.4	3.2	-0.5	-2.9	96.0	-12.8	-0.7
OCCC1CN(Cc2cnc(-c3ccccc3)s2)CCN1Cc1ccccc1 (configuration not stated)	6.0	7.0	-5.3	1.3	1.8	-2.9	102.0	-10.7	1.6
O=C(NCc1ccccn1)Nc1ccc(F)cc1	3.1	2.0	-9.8	7.8	-0.3	-2.1	104.0	-3.4	-1.0
COc1ccc(/C=C2\Oc3cc(OCC(=O)N4CCC(C(=O)O)CC4)ccc3C2=O)c(OC)c1OC	5.4	2.0	-3.8	0.7	0.2	2.7	98.0	-5.8	-0.2
CC(C)C(=O)Nc1c2c(nn1-c1ccc(F)cc1)CSC2	19.1	2.0	-3.8	-2.1	4.1	-3.2	100.0	-6.8	-0.4
Cn1c(=O)[nH]c(=O)c2c1[nH]c(=S)n2Cc1ccc(Cl)cc1	-6.7	-2.0	-10.3	48.5*	0.6	-9.0	100.0	-4.8	-0.5
O=C(CN1CCN(c2ncccn2)CC1)N1CCc2ccccc21	19.8	11.0	-10.3	-0.4	0.9	-4.3	115.0	-9.9	1.7
O=C(COC(=O)/C=C/c1cccc(Br)c1)NC1CCCC1	.	.	-2.3	.	2.4	3.5	.	.	0.8
O=C(CN1CCN(c2ccccc2)CC1)Nc1ccccc1Cl	-2.5	-15.0	1.0	-8.2	-0.4	-3.5	76.0	5.5	-2.0
Cn1c(=O)c2c(ncn2CC(=O)NCc2cccnc2)n(C)c1=O	8.8	5.0	-6.0	-12.6	0.7	-2.5	105.0	-10.5	-0.4
S=C(Nc1ccccc1Cl)N1CCCCC1	19.2	-1.0	-8.4	-2.0	-0.4	-3.0	92.0	-4.3	-1.0
COc1ccc(Cl)cc1C1=CC(=O)C[C@H](c2ccc(F)cc2)C1	.	.	-4.6	.	1.0	-8.3	.	.	-1.7
O=C(Nc1c2c(nn1-c1ccccc1)CS(=O)(=O)C2)c1ccccc1C(F)(F)F	10.2	8.0	-2.8	-1.2	-0.5	-0.5	109.0	0.1	-0.4

5 neighbouring records from above, quoted:
compound	NALP1 inh	MEKK2 mut-MEK5	OXTR potentiator	PfM18AAP inh	V1R ag counter	GalR3 antagonist	MEKK2wt PB1 HTS	GPR7 antag	OXTR ag
O=C(NCc1cn(-c2ccccc2)nc1-c1ccccc1)c1cc([N+](=O)[O-])cc([N+](=O)[O-])c1	-0.2	-12.0	-10.7	0.6	0.1	1.1	92.0	-6.9	0.7
Cc1ccc(C(=O)COC(=O)CNC(=O)c2ccco2)cc1	8.0	6.0	-2.3	0.9	0.1	-4.0	108.0	-0.2	0.1
CC(=O)c1ccc(N2C(=O)C3C4C=CC(CC4)C3C2=O)cc1 (configuration not stated)	3.2	8.0	-4.6	-8.7	1.6	-7.2	102.0	3.9	1.2
Cn1c(SCC(=O)Nc2ccccc2)nnc1-c1ccc2nonc2c1	-2.8	-2.0	-4.6	-6.9	-1.9	-1.2	99.0	-11.5	-0.1
CN(Cc1ccccc1)S(=O)(=O)c1ccc(Cl)nc1	-0.6	4.0	-6.8	6.7	-0.7	-1.6	102.0	-1.2	-2.7

Next entries
compound	NALP1 inh	MEKK2 mut-MEK5	OXTR potentiator	PfM18AAP inh	V1R ag counter	GalR3 antagonist	MEKK2wt PB1 HTS	GPR7 antag	OXTR ag
C/C(=N\NC(=O)Cn1c(C)nc2ccccc21)c1cccs1	-0.7	-1.0	-10.5	0.8	6.2	-11.2	101.0	-1.6	8.7
Cc1cnc(NC(=O)NCC2CCCC(CNC(=O)Nc3ncc(C)s3)C2)s1 (configuration not stated)	14.5	-4.0	-6.9	-8.3	0.2	-9.5	97.0	-5.5	0.3
CC(C)Oc1ccc(C(=O)OCC(=O)NC(=O)NC2CCCC2)cc1	.	.	0.9	.	-0.4	-4.5	.	.	-2.0
COc1ccc(Cc2nnc(NC(=O)Nc3ccc(F)cc3)s2)cc1	18.8	6.0	-15.9	-0.8	-0.4	-3.2	107.0	-12.1	-0.2
O=C(c1ccc(F)cc1)N1CCCCC(Sc2nnnn2-c2ccccc2)C1=O (configuration not stated)	5.3	0.0	-7.5	1.6	0.5	1.3	106.0	4.0	-1.1
CC(=O)N1CCN(c2ccc([N+](=O)[O-])c(NCC3CCCO3)c2)CC1 (configuration not stated)	1.4	5.0	-15.2	-6.4	-0.9	-5.9	108.0	4.1	-1.4
CCOC(=O)C1(Cc2ccccc2)CCCN(C(=O)C=C(C)C)C1 (configuration not stated)	3.3	4.0	3.7	-1.6	-0.4	-2.2	104.0	-8.2	-0.6
O=C(OCc1ccc([N+](=O)[O-])cc1)C1CC(=O)N(c2ccccc2)C1 (configuration not stated)	8.3	2.0	-5.7	-3.3	3.0	-8.5	99.0	14.0	4.9
O=C(CSc1nnnn1C1CCCCC1)N1c2ccccc2Sc2ccccc21	47.2	-4.0	-2.3	1.3	1.9	-6.9	91.0	-0.7	2.5
O=C(CCC(=O)Nc1nnc(C2CCCCC2)s1)Nc1ccccc1	14.9	-4.0	-4.6	0.0	2.1	-8.9	99.0	-2.4	-0.1
O=c1[nH]c2ccccc2nc1NCCN1CCOCC1	8.2	4.0	0.1	4.0	0.0	0.4	105.0	-10.3	0.6
NS(=O)(=O)c1ccc(NC(=O)C2Cc3ccccc3C(=O)O2)cc1 (configuration not stated)	25.5	-1.0	0.3	3.1	0.4	-4.9	113.0	-8.1	1.0
O=C(c1oc2ccccc2c1N1CCCCC1)N1CCCCC1	-0.7	2.0	8.0	1.1	-0.7	-6.1	101.0	-12.9	-1.7
O=C(O)C(c1ccccc1)N1C(=O)/C(=C\c2ccc(-c3ccc(Br)cc3)o2)SC1=S (configuration not stated)	9.1	-14.0	.	13.6	.	-6.6	65.0*[inhibitor]	-1.7	.
CN1CCN(C(=O)c2ccc(CNS(=O)(=O)c3cccc(Cl)c3)cc2)CC1	6.0	0.0	.	3.0	.	-4.9	103.0	-9.5	.
Cn1ncc2c(Nc3ccccc3Cl)nc(Nc3ccccc3Cl)nc21	20.7	-10.0	-14.7	4.9	0.1	-8.0	88.0	-34.8	-0.7
O=C(N/N=C\C1CC=CCC1)c1ccc(Br)o1 (configuration not stated)	11.4	8.0	-2.7	-10.9	-0.1	-2.3	109.0	-8.3	-0.3
O=C(Nc1ccccc1O)c1ccc2c(c1)C(=O)N(Cc1ccco1)C2=O	11.8	-2.0	.	-3.5	.	1.2	100.0	-18.5	.
CC(=O)N[C@@H](Cc1c[nH]c2ccccc12)C(=O)OCc1cc(C(F)(F)F)cc(C(F)(F)F)c1	.	.	-12.7	.	2.7	-4.6	.	.	4.2
N#CC1CCN(C(=O)c2ccc3c(Cl)c4c(nc3c2)CCCC4)CC1	9.4	2.0	3.5	-3.2	0.0	-2.4	104.0	11.2	-0.9
COCCSc1ccccc1C(=O)N1CCC(Cc2ccccc2)CC1	-16.3	4.0	-8.1	2.1	-0.6	-1.3	103.0	-2.2	-1.5
CCCN1C(=O)C(Cc2nc3ccccc3c(=O)n2-c2ccccc2)c2cc(C)ccc21 (configuration not stated)	36.4	-2.0	-5.0	-0.3	2.5	-5.0	93.0	11.7	5.0
COC(=O)Cn1c(CN2CCOCC2)nc2c1c(=O)[nH]c(=O)n2C	.	8.0	-3.9	5.3	0.3	-2.1	108.0	-1.8	-0.1
CCOc1ccc(NC(=O)c2c3c(nc4ccccc24)CCC3)cc1	23.2	-5.0	3.5	0.5	-0.8	-3.6	92.0	-17.9	-2.1
CCOC(=O)CN1C(=O)C(O)(CC(=O)c2ccc3c(c2)CCCC3)c2ccccc21 (configuration not stated)	0.6	4.0	-22.1	-3.6	7.3	-4.8	93.0	-9.1	9.5
CCCCCOC(=O)CSc1nnc(-c2ccccc2)c(=O)[nH]1	10.0	3.0	1.8	10.6	0.3	-0.5	104.0	0.4	-0.2
Cc1ccc(CSC2=CS(=O)(=O)c3ccccc3N2)cc1	-3.7	2.0	-15.0	-3.6	4.1	-3.7	101.0	-1.2	7.1

Rows were taken by chance. About 4.1% of those tested had a hit in this group.
